# MC4R barr agon: activates human MC4R beta-arrestin recruitment; activation, % at 8.9 µM; actives 0.98% (n = 360,000); U2OS MC4R beta-arrestin complementation, luminescence; percent of melanotan II response, DMSO zero; P32245;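 active = activation above a per-plate cutoff, the mean activation of sample wells on that plate plus 3 SD, cut at about 8% in these data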
# H9c2 protect: modulators protecting cardiomyocytes from myocardial damage. H9c2 cardiomyocytes, H2O2 injury protection, ATPLite, 2 h. protection from H2O2 cell death, % at 20 µM. actives 0.63% (n = 360,000);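 active = compounds giving at least 50% protection of heart cells from peroxide-induced death in the single-dose screen, raw or plate-pattern-corrected value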;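 note: 0% = DMSO wells with peroxide and 100% = DMSO wells without peroxide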
# SRC2 inh: inhibits human steroid receptor coactivator 2; actives 0.17% (n = 370,000); AID 651957; HEK293 GAL4-SRC2 luciferase reporter, luminescence; inhibition, % at 9 µM; Q15596;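 active = inhibition above the mean inhibition of all tested compounds plus 3 SD, set per campaign, cut at about 52% in these data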;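 note: 0% = DMSO treated cells and 100% = cells given Gossypol at 36 µM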
# m5-HT2A agonist: mouse HTR2A agonism via beta-arrestin recruitment | P35363 | CHO-K1 mHTR2A beta-arrestin complementation, luminescence; percent of 30 µM serotonin response | activation, % at 7.6 µM | actives 0.66% (n = 360,000) | AID 624169;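 active = activation above a run cutoff, the mean activation of all tested compounds plus 3 SD, cut at about 14% in these data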;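 note: 0% = plate median of compound wells and 100% = 30 µM serotonin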
# Glyco luc inh: N-linked glycosylation inhibition. D54 ERlucT glycosylation luciferase reporter, 24 h; percent of 100 nM tunicamycin response. reporter increase, % at 12.5 µM. actives 0.23% (n = 360,000). AID 588692;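 active = mean luciferase reporter signal, scaled so untreated is 0 and the glycosylation-blocking control 100, at or above a set limit in every replicate; inconclusive = mean reaches the limit but not every replicate does; inactive = mean below the limit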;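 note: luciferase carries N-glycosylation sites so blocking glycosylation raises the light; 0% = median of neutral control wells and 100% = median of 100 nM tunicamycin wells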
# NOD2 RIPK2 PPI: blocks binding of human NOD2 to RIPK2; O43353; CHO BLA complementation NOD2-RIPK2, CCF4 ratio; inhibition, % at 4.98 µM; actives 0.38% (n = 360,000); AID 624267; in the data active = inhibition above about 21%;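 note: 0% = vehicle only and 100% = reference blocker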
# MC4R antag cAMP: human MC4R antagonism in cAMP assay | inhibition, % at 6.5 µM | actives 0.48% (n = 360,000) | MC4R-expressing cells, MTII-stimulated cAMP, LANCE TR-FRET | P32245 | AID 540295;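 active = inhibition above its plate's cutoff, the mean of tested wells on that plate plus 3 SD, cut at about 29% in these data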;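 note: 0% = Melanotan II alone and 100% = Melanotan II plus saturating MCL0020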
#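 Assay system: U2OS cells stably expressing human melanocortin 4 receptor (MC4R) / Dosing: 6.5 µM / Timing: compound 30 min, challenge 1 h, detection 1 h / Measured by: Eu-cAMP/anti-cAMP TR-FRET, emission 671 nm / Replicates: singlicate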
# ABHD5-PLIN5 inh: blocks binding of human ABHD5 to perilipin-5. Q00G26+Q8WTS1. Split G. princeps luciferase complementation, luminescence, 4 h. inhibition, % at 4 µM. actives 0.78% (n = 360,000). AID 602281;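 active = inhibition above the mean inhibition across every tested compound plus 3 SD, cut at about 22% in these data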;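 note: 0% = DMSO only wells and the 100% control is not disclosed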
# TLR9-MyD88 block: TLR9-MyD88 interaction inhibition. actives 0.21% (n = 340,000). AID 504734. Q9NR96+Q99836. CHO BLA complementation TLR9-MyD88, CCF4 FRET ratio. inhibition, % at 4.98 µM;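 active = inhibition above the mean over all tested compounds plus 3 SD, cut at about 21% in these data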;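 note: 0% = DMSO only wells and 100% = clavulanate BLA inhibitor control wells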
# ABCB6 inh MLPCN: inhibitors of human ABC transporter ABCB6; K562-ABCB6 porphyrin accumulation, flow cytometry, 1 h; stronger effect = lower value; fluorescence ratio to DMSO, % at 10 µM; Q9NP58; actives 0.19% (n = 360,000);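 active = fluorescence ratio to DMSO below 75%, the collection mean minus 3 SD; inconclusive = too few cells collected in the well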;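 note: signal is porphyrin accumulated inside mitochondria; 100% equals median channel fluorescence of DMSO control wells; lower ratio means ABCB6 inhibition with less porphyrin fluorescence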
# Target sequence (Q9NP58 whole entry, looked up): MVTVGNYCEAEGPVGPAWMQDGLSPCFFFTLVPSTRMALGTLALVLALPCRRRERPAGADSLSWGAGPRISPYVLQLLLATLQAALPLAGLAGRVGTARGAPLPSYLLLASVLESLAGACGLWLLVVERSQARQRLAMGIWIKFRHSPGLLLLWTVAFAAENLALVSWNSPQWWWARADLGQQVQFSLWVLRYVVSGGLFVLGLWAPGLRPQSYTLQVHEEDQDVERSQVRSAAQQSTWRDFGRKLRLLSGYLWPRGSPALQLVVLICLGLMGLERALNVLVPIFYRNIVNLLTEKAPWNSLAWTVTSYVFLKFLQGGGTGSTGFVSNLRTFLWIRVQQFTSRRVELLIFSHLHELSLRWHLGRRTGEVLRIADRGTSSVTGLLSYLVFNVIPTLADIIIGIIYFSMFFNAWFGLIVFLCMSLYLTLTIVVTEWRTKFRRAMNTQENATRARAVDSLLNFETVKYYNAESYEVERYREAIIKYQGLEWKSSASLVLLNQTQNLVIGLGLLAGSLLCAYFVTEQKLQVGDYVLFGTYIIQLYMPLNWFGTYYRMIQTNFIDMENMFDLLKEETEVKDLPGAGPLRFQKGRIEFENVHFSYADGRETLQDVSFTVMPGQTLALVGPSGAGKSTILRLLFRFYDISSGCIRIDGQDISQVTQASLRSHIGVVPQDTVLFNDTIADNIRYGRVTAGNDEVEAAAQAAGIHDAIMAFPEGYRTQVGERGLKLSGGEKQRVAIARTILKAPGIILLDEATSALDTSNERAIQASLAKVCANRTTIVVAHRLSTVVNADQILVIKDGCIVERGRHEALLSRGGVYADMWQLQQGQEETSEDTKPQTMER
# * hit, by the source's call; ? = inconclusive; . = not tested or not shown.
# Values run as follows: MC4R barr agon	H9c2 protect	SRC2 inh	m5-HT2A agonist	Glyco luc inh	NOD2 RIPK2 PPI	MC4R antag cAMP	ABHD5-PLIN5 inh	TLR9-MyD88 block	ABCB6 inh MLPCN
COc1ccc(C2(O)C(=O)Nc3ccc(C)cc32)cc1 (centres undefined)
    -1.3	2	-2	7	0	-14	9	3	7	94
COc1ccc(C(=O)c2ccc(CC#N)s2)cc1
    -0.8	-6	-54	-3	1	7	0	12	2	104
COc1ccc(CCNC(=O)c2cc(C)oc2C)cc1
    0.2	12	1	1	3	-18	-2	0	-1	100
Cc1ccc(SCCC(=O)Nc2ccccc2C(=O)NC(C)C)cc1
    -0.4	-4	-9	1	0	-5	-2	-7	-3	96
CCCNC(=O)Cc1ncn[nH]1
    -2.0	4	9	4	-1	0	8	-3	-3	97
CC1CCc2cc(F)cc3c(O)c(C(=O)NCC4CCCO4)c(=O)n1c23 (centres undefined)
    2.8	36	2	4	1	-1	21	2	-16	85
CCN(C1CCCCC1)S(=O)(=O)c1ccc(S(=O)(=O)N2CCN(CCC#N)CC2)cc1
    -0.9	6	4	6	-4	-7	5	6	-16	96
NS(=O)(=O)c1ccc(CCNCC(=O)NCc2ccccc2Cl)cc1
    0.8	2	-23	-1	0	6	13	4	-16	99
C[C@@H]1CN([C@@H](C)CO)C(=O)Cc2cc(NS(=O)(=O)c3ccccc3)ccc2O[C@H]1CN(C)Cc1ccncc1
    0.8	8	1	0	0	-2	6	9	0	94
O=C1c2ccccc2C(Nc2ccccc2)N1Cc1ccc2c(c1)OCO2 (centres undefined)
    -0.6	1	-24	-5	-6	-1	13	1	-2	90
O=C(O)/C=C/c1cn(-c2ccccc2)nc1-c1cc2ccccc2oc1=O
    -0.9	4	-21	0	-4	-19	10	-1	4	93
COC(=O)c1cccc(NC(=S)N2CCN(C)CC2)c1
    -1.4	2	-30	10	0	-5	2	-8	3	97
CCOC(OCC)c1nc(N)[nH]c(=O)c1CCCCc1ccccc1
    -1.7	-4	6	-4	0	3	-3	-1	1	89
COc1ccccc1COCC(O)CN1CCCCC1CO (centres undefined)
    -1.8	1	-15	3	-1	5	1	-8	2	98
Cc1cccc(C(C(N)=O)c2ncc(C(F)(F)F)cc2Cl)c1 (centres undefined)
    -1.0	-3	-33	-3	1	1	-1	1	-3	92
COC(=O)c1cn(NC(=O)c2ccncc2)c(=O)c2ccccc12
    0.3	8	-16	4	-1	-9	6	1	6	95
COC(=O)c1cc(S(=O)(=O)N2CCN(Cc3ccccc3)CC2)cn1C
    0.1	-7	15	1	-1	6	17	2	-1	99
O=C(CSc1nnc(-c2ccccn2)o1)Nc1ccccc1Cl
    -0.3	-2	-25	0	-11	-6	6	8	4	103
Cc1cc(=O)oc2cc(OC(C(=O)O)c3ccccc3)ccc12 (centres undefined)
    -1.1	-2	-18	8	0	-14	-7	4	6	96
CCOc1cc(CO)cc(Br)c1OCC(=O)O
    -2.2	3	8	-5	2	5	16	-6	5	92
N#CCC(=O)Nc1ccc(C(=O)OCC(=O)Nc2ccc3ccccc3c2)cc1
    -4.5	3	-12	-9	1	-6	4	3	6	93
CCC1CCCCN1CCCNC(=O)Cn1cnc2sc(C)c(S(=O)(=O)N3CCC(C)CC3)c2c1=O (centres undefined)
    -2.9	4	-2	4	0	-5	4	0	-3	103
Cc1ccccc1C(=NC(=O)c1ccccc1)c1ccccc1
    -1.1	-6	-13	-2	-2	3	9	-6	3	90
CC(C)S(=O)(=O)c1csc(C(=O)NN)c1Cl
    -0.6	-1	5	0	-1	10	-10	-3	.	100
COc1ccc(-n2ccn(CC(=O)Nc3ccc(OC)cc3OC)c(=O)c2=O)cc1
    0.8	-6	6	-2	0	-3	2	1	-13	105
Cc1cc(C)c(NC(=O)CNC(=O)c2ccccc2SCC(=O)N2CCCC2)c(C)c1
    -1.4	1	2	5	0	-2	4	-10	-1	98
COC(=O)c1sc(S(=O)(=O)NCC(=O)O)c(C(=O)OC)c1C
    0.5	17	4	0	2	-14	12	1	1	97
O=C(NCc1cccc(C(F)(F)F)c1)c1cccc(Cl)c1Cl
    -0.5	0	-8	-4	0	3	-5	0	-6	96
CN(c1ccc(OCC(=O)N2CCOCC2)cc1)S(=O)(=O)c1ccc(F)cc1
    -1.4	-5	17	3	2	-2	7	1	-1	97
C[C@H](CO)N1C[C@H](C)[C@@H](CN(C)S(=O)(=O)c2cn(C)cn2)Oc2ccc(NC(=O)C3CCCCC3)cc2C1=O
    -0.6	5	7	1	1	-3	0	1	-3	99
COC(=O)CNC(=O)c1c(-c2c(Cl)cccc2Cl)noc1C
    -0.9	0	4	-3	6	4	22	-5	-5	89
COC(=O)c1[nH]c2cc(OC)ccc2c1NC(=O)CN1CCC(C(N)=O)(N2CCCCC2)CC1
    -0.7	-4	-1	-1	-1	4	-1	6	-1	100
COc1ccccc1NS(=O)(=O)c1ccc(O)c(NC(=S)NCC2CCCO2)c1 (centres undefined)
    1.7	16	24	-6	1	-7	-2	-3	-5	101
CCn1ccnc1CN(C)Cc1nc(-c2ccc3c(c2)OCO3)no1
    -2.1	3	-50	-2	0	8	1	0	-5	81
CC(NC(=O)COC(=O)CCC(=O)c1ccc(Cl)cc1)c1ccccc1 (centres undefined)
    -1.9	-1	6	-4	0	-11	6	-4	-4	104
CC(C)NC(=O)c1cc(C2CCCCN2C(=O)c2ccc(C(C)C)cc2)on1 (centres undefined)
    -0.5	-12	-4	1	-2	-2	10	-4	.	96
CCN(CC)CCCn1c(=S)[nH]c2ccc(Cl)cc2c1=O
    -2.7	6	0	-2	1	-3	3	2	1	91
Cc1cccc(C)c1NC(=O)CN(C)C(=O)c1cccc(S(=O)(=O)N2CCN(C)CC2)c1
    -4.2	7	-4	-1	1	-11	0	-1	6	94
CCC(CC)NC(=O)CN1CCN(S(=O)(=O)c2ccc(Br)s2)CC1
    -2.3	-2	-13	4	-3	-8	-6	1	-8	93
CC1CCC(NC(=O)C2c3ccccc3C(=O)N2CCCN2CCOCC2)CC1 (centres undefined)
    0.1	4	-1	-3	0	-2	-4	-2	8	90
COc1ccccc1Oc1coc2cc(O)ccc2c1=O
    -0.6	-3	-7	-1	1	-9	2	0	-5	99
COCCn1c(SCC(N)=O)nnc1-c1c[nH]c2ccccc12
    0.3	2	0	-1	0	10	0	1	-6	103
COc1ccccc1/C=C(/C(=O)OCC(=O)Nc1ccccc1C)c1ccccc1
    -1.3	-5	16	-3	-2	-1	8	0	9	99
COc1cccc(Cn2c(Cn3c(-c4cnccn4)nc4ccccc43)nc3ccccc32)c1
    .	.	-28	-5	.	-3	.	8	.	92
Cc1[nH]n(-c2ccccc2)c(=O)c1C(c1cccc([N+](=O)[O-])c1O)c1c(C)[nH]n(-c2ccccc2)c1=O
    -1.4	-11	-21	-3	0	11	3	-16	-14	98
CC1(C)Cc2cccc(OCC(=O)N3CCN(c4cccc(C(F)(F)F)c4)CC3)c2O1
    -1.5	-3	3	-11	-4	-7	4	-1	-8	102
c1ccc(CCc2nc(-c3cccnc3)no2)cc1
    -0.9	8	-52	-3	-2	-4	0	0	-1	90
O=C(CSc1nnc(-c2ccco2)o1)NC1CCCCCC1
    -1.4	2	-2	1	1	-1	-1	-5	6	101
COc1ccc(-n2nc(C(=O)NCC(=O)NCc3ccco3)c3ccccc3c2=O)cc1
    -0.1	8	-11	-5	1	3	1	0	0	103
COc1cc(OC)cc(C(=O)NNC(=O)c2ccc3ccccc3n2)c1
    -2.0	44	-10	7	?	1	0	-4	8	103
O=C(c1cccc(Cl)c1)N1CCC(=O)N([C@H](COCc2ccccc2)Cc2ccccc2)CC1
    .	.	-11	0	.	4	.	4	.	96
CC(=O)Nc1ccc(CN2C(=O)C(C)(C)ON=C2c2ccc(C(F)(F)F)cc2)cc1
    -0.3	1	-7	1	-3	-4	-6	3	.	97
COC(=O)Nc1ccc(S(=O)(=O)N2CCCC(C(=O)O)C2)cc1 (centres undefined)
    -0.6	12	11	2	1	-2	4	-5	6	96
Cc1ccccc1OCC(=O)NCC(c1ccco1)N1CCCCC1 (centres undefined)
    -1.4	3	23	-6	-2	-9	0	-2	-3	95
CC1=NN(C(=O)Cn2nc([N+](=O)[O-])c(Br)c2C)C(O)(C(F)(F)F)C1 (centres undefined)
    -0.2	5	-6	7	22	-1	3	3	2	97
Cc1cc2ncn(S(=O)(=O)N3CCCCC3)c2cc1C
    -1.8	-4	-3	-1	-1	-18	2	0	-1	103
Cc1nc(Nc2nc3c(c(=O)[nH]2)CCC3)nc2ccccc12
    1.4	22	.	-4	-15	-6	14	7	-1	93
COc1ccc(C(C)NC(=O)c2ccoc2C)cc1OC (centres undefined)
    -1.4	-4	-14	-2	3	-2	14	-2	-9	98
Cc1ccc(C)c(OCc2cc(C(=O)NC3CCN(Cc4ccccc4)CC3)no2)c1
    2.9	-11	24	-13	-8	-5	4	-4	-16	96
COc1ccc(OCC(O)CNS(=O)(=O)c2cccc(Cl)c2)cc1 (centres undefined)
    -1.8	-2	-7	-1	-3	0	14	-5	.	94

# Next section:
# Values run as follows: MC4R barr agon	H9c2 protect	SRC2 inh	m5-HT2A agonist	Glyco luc inh	NOD2 RIPK2 PPI	MC4R antag cAMP	ABHD5-PLIN5 inh	TLR9-MyD88 block	ABCB6 inh MLPCN
O=C(COc1cccc(F)c1)NNC(=O)Cc1ccc(Br)cc1
    -3.7	-4	18	-3	0	3	8	-8	1	96
Cc1ccc(C)c(S(=O)(=O)N(C(=O)c2ccncc2)c2ccc(OC(=O)c3ccncc3)cc2)c1
    -1.7	53*	26	0	1	6	8	9	-1	100
COC(=O)C(NC(=O)c1ccc(C)cc1)(Nc1cccc(C)n1)C(F)(F)F (centres undefined)
    -1.8	-5	-12	14	2	3	-3	-4	2	100
CCC(CO)n1c(SCc2cc([N+](=O)[O-])cc3c2OCOC3)nc2ccccc2c1=O (centres undefined)
    -0.5	7	-38	-2	2	5	7	4	-12	98
CCN(C(=O)CSc1nnc(C(C)N(C)C)n1-c1ccc(F)cc1)C1CCS(=O)(=O)C1 (centres undefined)
    -0.3	-2	1	2	0	-17	-5	-6	0	88
O=C(CN1C(=O)NC(c2ccccc2)(c2ccccc2)C1=O)NC1CCCCC1
    -1.1	3	-5	0	0	1	3	-6	6	98
CCSc1ccc(-c2nn(-c3ccccc3)cc2/C=C(/C#N)C(=O)NC)cc1
    -2.4	7	14	1	3	0	5	-4	-4	98
COc1ccc(-c2cn(-c3ccc(Br)cc3)c3[n+]2CCS3)cc1
    -0.1	-17	27	-7	5	3	11	-5	-14	100

# The list is partial; rates above refer to the full screens.
